SMN2 splice enh: qHTS Assay for Enhancers of SMN2 Splice Variant Expression. HEK293 SMN2-luciferase splicing reporter, luminescence, 30-36 h. Potency, µM (series often up to 46.1 µM), for inactives: top-dose activity change, positive = activation, actives largely listed as activators. 210,000 tested, 2.8% active; note: % of control where 0% means no effect; nearly all actives have a fitted effect of over 55% in size
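HEK293 cells carry an SMN2 minigene-luciferase reporter in which exon 7 inclusion puts luciferase in frame. Cells were seeded at 2000 cells/well, attached for 10-12 hours, then exposed to compounds for 30-36 hours at 37C before ONE-Glo luminescence.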
JMJD2E inh: qHTS Assay for Inhibitors of Human Jumonji Domain Containing 2E (JMJD2E) | JMJD2E catalytic domain, FDH-coupled NADH fluorescence (FDH is formaldehyde dehydrogenase) | Potency, µM (series often up to 57.1 µM), inactives show top-dose activity change, negative = inhibition, most hits filed as inhibitors | 230,000 tested, 1.6% active; active = well fitted inhibition curve with a large enough effect, not every such curve was filed as active; inconclusive = small, poorly fitted or top-dose-only effect, or another doubt; inactive = no such curve, though single readings can be large or run the other way;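 note: 0% = wells with enzyme and -100% = buffer wells without enzyme; nearly all actives have a fitted effect of over 50% in size; many of its hits are not listed in these tables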
LMNA splice mod: qHTS Assay for Modulators of Lamin A Splicing; HeLa LMNA splicing GFP/RFP minigene ratio, 48 h; Potency, µM (series often up to 46.1 µM), inactives show at the top dose ratio change, negative = inhibition, most hits filed as inhibitors; 200,000 tested, 0.01% active; AID 1487, 2009; active = well fitted inhibition curve with a large enough effect in the signal ratio, with a control signal flat, not every such curve was filed as active; inconclusive = small, poorly fitted or top-dose-only effect, or effect the other way, or a change in a side signal; the % refers to the signal ratio; note: % is set by controls: 0 for no effect and ±100 for the full control effect
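S3 HeLa cells stably expressing lamin A-EGFP splicing minigene plus DsRed2, 600 cells/well, 48 h compound exposure at 37C. Laser-scanning cytometry; analysed as GFP (500-530 nm)/RFP (575-640 nm) total intensity ratio; 0.5% DMSO vehicle.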
TRb-SRC2 inh: qHTS for Inhibitors of the Interaction of Thyroid Hormone Receptor and Steroid Receptor Coregulator 2; Thyroid hormone receptor beta (Homo sapiens), P10828; TRbeta-SRC2 peptide binding, fluorescence polarization; receptor liganded with 1 µM T3; Potency, µM (highest dose often 106 µM), inactives show at the highest dose activity change, negative = inhibition, usual class: inhibitors; 280,000 tested, 0.065% active; AID 1469, 2008;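 note: plate controls were bound peptide for no effect and peptide without receptor for full effect; nearly all actives have a fitted effect of over 50% in size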
Target sequence (P10828 whole entry, looked up): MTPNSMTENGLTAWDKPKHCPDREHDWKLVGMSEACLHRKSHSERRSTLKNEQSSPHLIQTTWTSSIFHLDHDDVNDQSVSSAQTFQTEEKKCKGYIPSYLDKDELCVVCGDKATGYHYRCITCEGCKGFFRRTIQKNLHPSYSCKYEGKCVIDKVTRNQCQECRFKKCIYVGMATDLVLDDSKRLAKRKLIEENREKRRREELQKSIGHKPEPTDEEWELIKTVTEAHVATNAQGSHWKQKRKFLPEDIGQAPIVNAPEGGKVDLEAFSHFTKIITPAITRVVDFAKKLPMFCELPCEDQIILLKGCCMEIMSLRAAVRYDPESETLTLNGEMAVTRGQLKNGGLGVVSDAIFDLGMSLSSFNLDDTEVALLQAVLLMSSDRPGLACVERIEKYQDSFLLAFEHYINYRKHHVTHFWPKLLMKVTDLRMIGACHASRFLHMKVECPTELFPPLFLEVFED
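Quantitative HTS by FP: 0.6 uM TRb LBD, 20 nM labeled SRC2 20-mer, 1 uM T3, 5% DMSO; 5 hr ambient incubation; % activity per concentration and potencies from concentration series.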
ALDH1A1 inh: qHTS Assay for Inhibitors of Aldehyde Dehydrogenase 1 (ALDH1A1) | Purified ALDH1A1, NADH fluorescence, propionaldehyde substrate | Potency, µM (top dose mostly 75.3 µM), inactives show top-dose activity, negative = inhibition, hits mostly inhibitors | 220,000 tested, 7.3% active | AID 1030, 2008; active = well fitted inhibition curve with a large enough effect, not every such curve was filed as active; inconclusive = small, poorly fitted or top-dose-only effect, or another doubt; inactive = no such curve, though single readings can be large or run the other way;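 note: plate controls were no enzyme wells and a reference inhibitor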
TR SRC2 fluor cs: Total Fluorescence Counterscreen for Inhibitors of the Interaction of Thyroid Hormone Receptor and Steroid Receptor Coregulator 2. TRb/SRC2 Texas Red total fluorescence interference. Potency, µM (titrated, usually from 106 µM), for inactives: top-dose fluorescence change, negative = quenching. 280,000 tested, 0.29% active. AID 1479, 2009; active = well fitted curve in either direction with a large enough effect; inconclusive = small, poorly fitted or top-dose-only effect; note: % is set by controls: 0 for no effect and ±100 for the full control effect
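Human TRβ ligand-binding domain (0.6 uM) and Texas Red SRC2 peptide (20 nM) in Tris buffer with 1 uM T3 and 5% DMSO were incubated with pinned compound for 5 hr at ambient temperature. Total fluorescence was computed as S + 2P (555/632 nm).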
RECQ1 inh: qHTS Assay for Inhibitors of RecQ-Like Dna Helicase 1 (RECQ1). RECQ1 DNA unwinding, red fluorescence kinetic read. Potency, µM (highest dose often 57.3 µM), without a hit: at the highest dose activity, negative = inhibition, usual class: inhibitors. 240,000 tested, 0.54% active;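 note: plate controls were vehicle for no effect and no enzyme for full effect; nearly all actives have a fitted effect of over 30% in size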
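50 nM RECQ1T1 preincubated 15 min with compound in Tris pH 8.0 buffer with MgCl2, DTT, Tween-20 and 2.5 ug/ml poly(dI-dC); started with 200 nM TAMRA/BHQ-2 forked duplex and 2 mM ATP. Unwinding read as fluorescence (525/598 nm), two reads 2 h apart.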
GoLoco inh red: qHTS Assay for Inhibitors of RGS12 GoLoco Motif Activity (Red Fluorophore). Gai1:RGS12 GoLoco peptide FP, rhodamine, 10 min. Potency, µM (titrated, usually from 61.6 µM), for inactives: at the top dose activity, negative = inhibition, hits mostly inhibitors. 230,000 tested, 0.44% active; active = well fitted inhibition curve with a large enough effect, not every such curve was filed as active; inactive = no such curve, though single readings can be large or run the other way; note: % is set by controls: 0 for no effect and ±100 for the full control effect; nearly all actives have a fitted effect of over 30% in size; many of its hits are not listed in these tables
Target sequence (P63096 whole entry, looked up): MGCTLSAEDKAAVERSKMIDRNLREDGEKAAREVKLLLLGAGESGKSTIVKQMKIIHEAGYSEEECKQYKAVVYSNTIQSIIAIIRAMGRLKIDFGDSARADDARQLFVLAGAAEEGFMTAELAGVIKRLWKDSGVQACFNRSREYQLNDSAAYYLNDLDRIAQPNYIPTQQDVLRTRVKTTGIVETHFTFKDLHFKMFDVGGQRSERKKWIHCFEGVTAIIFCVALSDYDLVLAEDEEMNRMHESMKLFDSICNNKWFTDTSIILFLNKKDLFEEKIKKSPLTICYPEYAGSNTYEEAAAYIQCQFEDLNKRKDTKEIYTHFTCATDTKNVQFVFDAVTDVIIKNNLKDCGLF
Numbers without * were called inactive; i = inactive; ? = inconclusive; / = no result given; & = joins results of further samples; [ ] = another dose, or the depositor's remark. Unless noted, calls come from the whole dose curve; as a rule, active = well fitted curve in the direction sought with a large enough effect; inconclusive = small, poorly fitted or top-dose-only effect, or another doubt; inactive = no such curve, though single readings can be large; an effect the other way counts as inactive or inconclusive. Potency is the fitted concentration of half-maximal effect.

SMILES	SMN2 splice enh	JMJD2E inh	LMNA splice mod	TRb-SRC2 inh	ALDH1A1 inh	TR SRC2 fluor cs	RECQ1 inh	GoLoco inh red
CC(C)Cn1c(/C=N/Nc2nc3ccccc3[nH]2)nc2ccccc21	-72%[inhibitor]	?	?	1%	-4%	-8%	-12%	-7%
Cc1ccccc1-c1n[nH]c(=S)n1C	20%	-1%	/	8%	?	3%	i	5%
NC(CC(=O)OC1CCCCC1)C(=O)OC1CCCCC1 (stereo not given)	-13%	-6%	6%	-2%	-1%	2%	-4%	-4%
CC1=CCC(/C=N\Nc2nnc3c(n2)[nH]c2ccccc23)CC1 (stereo not given)	9%	-3%	-12%	-1%	7%	-3%	7%	7%
O=C(COC(=O)/C=C/c1cccc(C(F)(F)F)c1)NC(c1ccccc1)c1ccccc1	7%	-2%	4%	3%	6%	-1%	-5%	8%
c1ccc(-c2ccccc2OCCCN2CCOCC2)cc1	-1%	-6%	/	-2%	5%	-2%	i	-10%
CCOC(=O)N1CCN(C(=O)C2CCCN(S(=O)(=O)c3ccc(F)cc3)C2)CC1 (stereo not given)	-10%	-25%	/	6%	5%	0%	i	11%
Cc1ccccc1C(=O)OCCN1CCOCC1	-4%	0%	3%	-3%	-9%	-1%	-5%	-2%
C/C(N)=C(/C#N)C(=O)COC(=O)c1ccc(O)cc1	?	5%	2%	6%	4%	-2%	8%	3%
O=C(NC1=NCCS1)c1ccc(Cl)c(S(=O)(=O)N2CCOCC2)c1	?	-17%	12%[46 µM]	-4%	?	-2%	2%	4%
O=C(c1ccc(CS(=O)(=O)c2ccc(Br)cc2)o1)N1CCN(c2ccccn2)CC1	-5%	-12%	0%	-4%	11%	-3%	-19%	9%
CN(Cc1ccccc1)C1=CC(=[N+]2CCCCC2)CC(C)(C)C1	/	-26%	/	7%	/	-4%	0%	-51%
COc1ccc(-c2csc(NC(=O)c3ccc(N4C(=O)CCC4=O)cc3)n2)cc1OC	-3%	?	/	-5%	5%	-3%	-4%	-8%
O=S(=O)(NCC1CCCO1)c1ccc(S(=O)(=O)N2CCCC2)cc1 (stereo not given)	-10%	3%	?	2%	?	-1%	-6%	6%
O=S(=O)(Nc1ccc(S(=O)(=O)N2CCCCC2)cc1)c1ccc(Br)s1	11%	2%	-16%	-7%	1.4µM*	-3%	-5%	7%
COC(=O)CN1C(=O)C2(C(C#N)=C(N)Oc3n[nH]c(-c4cccs4)c32)c2ccccc21 (stereo not given)	-3%	5%	7%	-15%	2.2µM*	-3%	-4%	3%
CCSc1nc2ccccc2n1CC(=O)OC	-9%	8%	-2%	3%	9%	-8%	-2%	1%
CC1(NC(=S)Nc2ccccc2)CCS(=O)(=O)C1 (stereo not given)	/	-8%	/	-4%	?	-2%	-15%	-5%
Cc1nnc(Nc2ccc(Cl)cc2)n(N)c1=O	-13%	5%	-7%	3%	12%	1%	-4%	10%
O=S(=O)(NC1CCCCC1)c1cccc(-c2nnc(-c3ccccc3)o2)c1	-27%	?	?	3%	?	2%	i	3%
c1ccc(OCCCn2nnc(-c3ccc(N4CCOCC4)cc3)n2)cc1	-1%	?	-7%	-3%	16%	-5%	i	0%
COc1ccc(Nc2ccc(Cl)cc2)c(C(=O)O)c1	-8%[1.84 µM]	4%	?	1%	3%	-2%	10%	-7%
Cc1c(NC(=O)c2cc3nc(-c4ccc(Cl)cc4)cc(C(F)(F)F)n3n2)c(=O)n(-c2ccccc2)n1C	-21%	-4%	4%	-10%	8%	-2%	i	10%
CCOC(=O)N/N=C1/C[C@@H](O)[C@@H](O)[C@@H]2[C@@H]3C(=O)N(Cc4ccccc4)C(=O)[C@H]3CC[C@H]12	/	/	/	-5%[11.2 µM]	-11%[13.5 µM]	2%[11.2 µM]	13%[11.5 µM]	/
O=S(=O)(c1ccc(Nc2ccc3c(c2)OCO3)nc1)N1CCOCC1	-7%	0%	-3%	2%	-12%	-3%	i	-1%
SMILES	SMN2 splice enh	JMJD2E inh	LMNA splice mod	TRb-SRC2 inh	ALDH1A1 inh	TR SRC2 fluor cs	RECQ1 inh	GoLoco inh red
O=C(Nc1ccccc1)Nc1cccc(Cl)c1Cl	-22%	2%	?	2%	-3%	-2%	-9%	-7%
Cc1cc(N2CCN(Cc3ccccc3)CC2)n2nc(C)c(-c3ccccc3)c2n1	-25%	?	4%	-4%	?	1%	-10%	-6%
Cc1cc(C(=O)NNC(=O)Nc2ccccc2)no1	/	-1%	/	-1%	/	0%	18%	-5%
O=c1[nH]c2ccccc2c2ccccc12	20%&20%&26%	?	?	3%&-1%&0%	-5%&-6%	-2%&0%&-5%	20%&-5%	13%&8%&2%
COc1ccccc1CC(=O)Nc1cccc(F)c1	-46%[inhibitor]	2%	/	-7%	-8%	0%	-5%	-1%
CCOc1ccc(NC(=O)Nc2nnc(CC)s2)cc1	-16%	3%	-1%	11%	?	1%	-4%	-3%
COc1cc(C(=O)NCCOc2cccc(C)c2)c(Br)c(OC)c1OC	-3%	2%	8%	3%	-5%	3%	i	8%
Cc1ccc(C2=NC3(CCCCCC3)NC2=S)cc1	10%	-15%	-17%	6%	4%	-1%	-11%	5%
COC(=O)c1ccc(NC(=O)CSc2nncc3ccc(OC)c(OC)c23)cc1	4%	9%	-2%	3%	6%	1%	-8%	7%
O=C(N/N=C/c1ccccn1)c1cc(-c2ccc(Br)cc2)nc2ccccc12	/	?	/	4%	/	-1%	9%	-1%
CCCN(CCC)CC(O)COc1ccc2c(c1)OCO2 (stereo not given)	5%	-4%	?	-5%	-4%	1%	-2%	-4%
COc1ccc(/C=C(/C#N)C(=O)Nc2cc(C)ccc2C)cc1C(=O)O	-1%	-8%	?	-7%	-15%	-10%	-9%	-15%
Cc1ccc(S(=O)(=O)N[C@@H]2COC(=O)C/C=C\[C@H](C)COC(=O)N[C@@H](C)C(=O)C/C=C\[C@H]2C)cc1	/	/	/	1%[11.2 µM]	-15%[13.5 µM]	-2%[11.2 µM]	i[11.5 µM]	/
CC(=O)N(CC1CCCO1)C1(C(=O)NC2CCCC2)CCCCC1 (stereo not given)	15%	10%	7%	1%	3%	2%	-2%	8%
O=C(CCc1nnc(COc2ccccc2)o1)NCc1ccccc1	/	-9%	/	12%	-8%	2%	-6%	14%
Cn1c(=O)[nH]c(=O)c2c1nc(N1CCCCCC1)n2CCSc1nc2ccccc2[nH]1	-2%	1%	5%	0%	?	-6%	i	-1%
CCCCC(=O)N(c1ccc(C)c(C)c1)C1C=CS(=O)(=O)C1 (stereo not given)	6%	-10%	0%	-4%	7%	0%	-3%	0%
COc1ccc(/C=N/N=C(\N)c2nonc2N)cc1	4.5µM*	2%	18%[46 µM]	4%	1%	-2%	-9%	1%
CCN1C(C)=C(C)S/C1=C1\SC(=S)N(NC(C)=O)C1=O	-4%	-11%	10%[46 µM]	4%	8%	-3%	i	21%
COc1ccc(/C=N/Nc2nnc(Cc3ccc(OC)c(OC)c3)c(=O)[nH]2)cc1	-1%	23%	?	2%	13%	-4%	-7%	9%
COCc1cc(C)nc(N/N=C/c2ccc(-c3ccc(C(=O)O)c(Cl)c3)o2)c1C#N	1%	?	28%[46 µM]	-2%	?	-2%	?	7%
Cc1ccc(NC(=O)N(C2CCCCC2)C(C)c2cccnc2)cc1C (stereo not given)	-2%	-3%	-3%	-19%	14%	3%	-5%	-15%
CCCc1ccc(OCC(=O)NNC(=S)NC(=O)c2ccco2)cc1	-63%[inhibitor]	?	?	-9%	?	-5%	-5%	12%
O=C(Nc1nn(Cc2ccc(Cl)cc2)cc1Br)c1ccc(COc2ccccc2Cl)o1	-56%[inhibitor]	-5%	?	-5%	-2%	0%	-11%	-7%
Cc1ccc(Oc2ncccc2NC(=O)CC2(CC(=O)O)CCCC2)c2c1CCC2	/	?	/	2%	/	-1%	-13%	2%
SMILES	SMN2 splice enh	JMJD2E inh	LMNA splice mod	TRb-SRC2 inh	ALDH1A1 inh	TR SRC2 fluor cs	RECQ1 inh	GoLoco inh red
Cc1nnc2n(Cc3ccccc3)c(=O)c3c4c(sc3n12)CN(Cc1ccccc1)CC4	5%	?	4%	-2%	?	-3%	-4%	2%
COc1ccc(NC(=O)C2C3C=CC(C3)C2C(=O)NCc2ccco2)c(OC)c1 (stereo not given)	-19%	-6%	-11%	11%	?	1%	3%	-2%
O=C(NCCN1CCOCC1)c1cccn2c(=O)c3c4c(sc3nc12)CCCC4	/	4%	/	4%	/	-4%	-2%	14%
CCOC(=O)CSc1nc2cc(C(=O)NCC3CCCO3)ccc2c(=O)n1Cc1ccco1 (stereo not given)	-14%	4%	3%	-1%	?	2%	-11%	10%
CCOc1cc(C(=O)Nc2cccc3ncccc23)cc(OCC)c1OCC	-21%	2%	11%	-1%	9%	-2%	-4%	8%
Cc1ccc(C(=O)CC2SC(N)=NC2=O)cc1 (stereo not given)	5%	-9%	-18%	4%	10%	1%	-14%	1%
CC(=O)Nc1c(C(=O)N2CCOCC2)cnn1-c1ccc(C)c(C)c1	-2%	4%	1%	13%	8%	0%	0%	9%
COc1ccc(NC(=O)c2cc3c(=O)n(C)c4ccccc4c3s2)cc1OC	/	?	/	-2%	-5%	-2%	-6%	33%[activator]
CCC(=O)N1CCN(c2ccc(NC(=O)c3cc4ccccc4o3)cc2Cl)CC1	-109%[inhibitor]	?	?	-4%	-1%	-2%	i	1%
COc1ccc2nc(Nc3nc4ccc(NC(C)=O)cc4s3)sc2c1	-7%	?	-17%	8%	?	-8%	-2%	0%
Cc1cccc(OC(=O)c2sc(Cl)nc2C)c1	-7%	-11%	-5%	-4%	0%	-1%	-1%	-5%

The list is partial, so the mix of outcomes need not match the whole.
